# mouse EphA4 binding: inhibitors of EphA4 binding to KYL peptide, primary screen, biochemical, colorimetric, mouse EphA4 (AID 689) | EphA4-AP binding to KYL peptide, pNPP A405; higher % means a stronger effect | inhibition, % at 10 µM, or IC50 in µM where a hit was titrated | hit rate 0.1% among 62,000; in the data active = a potency from the dose series; inactive = the rest, 99 in 100 with inhibition below about 22%
# Numbers without * were called inactive. These rows are one share of the data; count on the stated rates, not on these rows.
Molecule,mouse EphA4 binding
Cc1ccc(N(CC(=O)NCc2ccco2)S(=O)(=O)c2ccccc2)cc1,18%
O=C(N1CCCC1)C12CC3CC(CC(C3)C1)C2,-2%
Cc1ccc2c(c1)[C@@H]1CN(C)CC[C@@H]1N2S(=O)(=O)c1ccc(F)cc1,-4%
COc1ccc(NC(=O)CCc2c(C)nc3nc(C)nn3c2C)cc1,-9%
O=c1ccn(-c2cccc(C(F)(F)F)c2)nc1-c1ccn(-c2cccc(Cl)c2)n1,-4%
O=C1CCc2cc(S(=O)(=O)NC(C(=O)NCc3cccnc3)c3ccccc3)ccc2N1 (stereo not drawn),-14%
CCn1cc(C(=O)N2CCCCC2)c(=O)c2cc(S(=O)(=O)N3CCC(C)CC3)ccc21,-10%
Nc1nc(=S)[nH]c2c1C1(CCCC1)Cc1ccccc1-2,-4%
O=C1C2C3C=CC(C3)C2C(=O)N1c1ccc(Cc2ccncc2)cc1 (stereo not drawn),1%
Cc1nc2nc(-c3ccco3)[nH]n2c(=O)c1C,16%
C/C(=N\NC(=O)CC1N=C(Cc2ccccc2)NNC1=O)c1ccc(Cl)cc1Cl (stereo not drawn),-3%
CCc1nn(CC(=O)NCCCN(CC)Cc2ccccc2)c(=O)c2cc3sccc3n12,-7%
O=C(COc1ncnc2sccc12)N1CCc2ccccc2C1,-14%
O=C(Nc1cccnc1Cl)C1c2ccccc2Oc2ccccc21,-1%
COCCn1c(=S)[nH]c2cc(C(=O)NC(C)C)ccc2c1=O,-4%

# The last 3 records of the section above open the next one.
Molecule,mouse EphA4 binding
O=C(COc1ncnc2sccc12)N1CCc2ccccc2C1,-14%
O=C(Nc1cccnc1Cl)C1c2ccccc2Oc2ccccc21,-1%
COCCn1c(=S)[nH]c2cc(C(=O)NC(C)C)ccc2c1=O,-4%
CC(=O)Nc1nc(=O)c2ccccc2s1,-2%
CC(C)Cn1c(-c2ccc(Cl)cc2)cnc1SCC(=O)N1CCOCC1,-16%
O=C1NC(c2ccccc2)=C(c2ccc3ccccc3n2)C(c2cccc([N+](=O)[O-])c2)N1 (stereo not drawn),-8%
Nc1nc(C2CC2)c(Sc2sc(N)nc2C2CC2)s1,-9%
S=C(NCCOCCOCCNC(=S)Nc1ccccc1)Nc1ccccc1,-8%
COc1ccc(C2CC(C(F)(F)F)n3ncc(C(=O)O)c3N2)cc1OC (stereo not drawn),0%
C/C(CC(=O)Nc1ccc(Cl)cc1Cl)=N\NC(N)=S,0%
CCOC(=O)Cc1cnc(NC(=O)Cn2nnc(-c3ccc(OCC)cc3)n2)s1,-4%
CCOc1ccc(C(=O)CN2CCN(S(=O)(=O)c3ccc(Br)cc3)CC2)cc1,-7%
O=S(=O)(c1ccc(S(=O)(=O)N2CCCC2)cc1)N1CCCCCC1,-6%
CC(C)(C)C(=O)Nc1ccc(C(=O)Nc2ccc(O)cc2C(=O)O)cc1,4%
C(#Cc1ccc(C#CCN2CCOCC2)cc1)CN1CCOCC1,-10%
Cc1cccc(OCC(=O)N2CCN(C(=O)c3cccs3)CC2)c1,-11%
CCC(C)N(CC(=O)NCc1ccc(OC)cc1)C(=O)c1csnn1 (stereo not drawn),-37%
COc1cc2cc(C(c3nnnn3C3CCCC3)N3CCc4ccccc43)c(=O)[nH]c2cc1OC (stereo not drawn),-10%

# Next records follow.
Molecule,mouse EphA4 binding
COc1cccc(OCC(=O)N(Cc2nc(-c3ccc(Cl)cc3)no2)C(C)C)c1,12%
CC(C)(C)NC(=O)NC(=O)COC(=O)c1ccco1,1%
COc1ccc(NC(=O)C(=O)NCCN2CCN(C(=O)C(c3ccccc3)c3ccccc3)CC2)cc1,1%
COc1cccc(CN(CC2CCCO2)S(=O)(=O)c2ccc(S(=O)(=O)NCC3CCCO3)cc2)c1OC (stereo not drawn),-12%
CCc1c(C)nc2ncnn2c1N1CCCC(C(=O)NCc2ccc3c(c2)OCO3)C1 (stereo not drawn),1%
COCCCNC(=O)CN1C(=O)c2ccccc2C1=O,-8%
O=C(CCCCCn1c(=S)[nH]c2cc3c(cc2c1=O)OCO3)N1CCN(C2CCCCC2)CC1,-8%
COc1ccc(N(CC(=O)N2CCN(c3ccccc3)CC2)S(=O)(=O)c2c(C)noc2C)cc1,-1%
CCCCN(C)S(=O)(=O)c1ccc(C(=O)Nc2nnc(-c3cccs3)o2)cc1,-11%
Nc1ccc(CCS(N)(=O)=O)cc1,-19%
CC(OC(=O)CN1C(=O)C2CCCCC2C1=O)C(=O)Nc1ncc(Cl)cc1Cl (stereo not drawn),-4%
CC1=Nc2cccc3cccc(c23)N1,-4%
Cc1c(N/C(=N\S(=O)(=O)c2ccccc2)c2ccccc2)c(=O)n(-c2ccccc2)n1C,1%
Cc1cc(NC(=O)c2cc(-c3ccco3)on2)no1,1%
COc1ccc(/C=C2/SC(=O)N(CCC(=O)Nc3ccc(S(=O)(=O)Nc4nccs4)cc3)C2=O)cc1,-1%

# Three compounds already listed, arranged by length of the SMILES, ascending.
Molecule,mouse EphA4 binding
Cc1cc(NC(=O)c2cc(-c3ccco3)on2)no1,1%
C(#Cc1ccc(C#CCN2CCOCC2)cc1)CN1CCOCC1,-10%
CCCCN(C)S(=O)(=O)c1ccc(C(=O)Nc2nnc(-c3cccs3)o2)cc1,-11%

# (cont.)
Molecule,mouse EphA4 binding
CCC(C)SCc1nc2ccccc2[nH]1 (stereo not drawn),2%
N=c1oc2ccccc2cc1C(=O)N/N=C/c1ccccc1,-2%
Cc1ccc2cc(CN(CCN3CCCC3)C(=O)Nc3ccccc3)c(=O)[nH]c2c1C,-20%
CCOC(=O)C1CCN(CC(=O)c2c(C)[nH]c3cc(C)ccc23)CC1,-4%
CC(C)C(=O)Nc1nnc(Cc2ccccc2)s1,-31%
O=C(CC12CC3CC(CC(C3)C1)C2)N1CCCC1,2%
O=C(NC1CCCCC1)N(Cc1nc2ccccc2c(=O)[nH]1)C1CCCC1,1%
CC(C)(C)NC(=O)CSc1nc(O)cc(=O)n1-c1ccccc1F,10%
CCCCOC(=O)Nc1ccc(OC)cc1S(=O)(=O)N1CCOCC1,-11%
Cc1ccccc1-n1c(=O)c2ccccc2n2nnnc12,-9%
O=C(CN1CCCCCC1)Nc1cccc(Br)c1,-10%
O=C(N/N=C/c1ccc(Br)o1)/C(=C/c1ccc([N+](=O)[O-])cc1)NC(=O)c1ccccc1,1%
COc1ccc2c(c1)NC(=O)CC(c1ccccc1)=N2,-6%
COc1ccc(-n2c(SCC(=O)NCCC(C)C)nc3ccsc3c2=O)cc1,-19%
CCOC(=O)C1CCCN(c2c(N3CCC(N4CCCCC4)CC3)c(=O)c2=O)C1 (stereo not drawn),-11%

# Structures above containing a COOH group (two):
Molecule,mouse EphA4 binding
COc1ccc(C2CC(C(F)(F)F)n3ncc(C(=O)O)c3N2)cc1OC (stereo not drawn),0%
CC(C)(C)C(=O)Nc1ccc(C(=O)Nc2ccc(O)cc2C(=O)O)cc1,4%

# (cont.)
Molecule,mouse EphA4 binding
CCS(=O)(=O)c1ccc2oc(SCC(=O)NC34CC5CC(CC(C5)C3)C4)nc2c1,-4%
O=C(CCNc1ccccc1)c1ccc2c(c1)OCO2,4%
CCOc1c2ccc(C(=O)NCCCCc3ccccc3)cc2nn1C,0%
O=C(CSc1nc(-c2ccco2)cc(C(F)(F)F)n1)Nc1cccnc1,-14%
Fc1ccc(-c2cn3cc(C(F)(F)F)cc(Cl)c3n2)cc1,-12%
O=C1c2ccccc2C(=O)N1CCCc1nc(-c2ccccc2)no1,-4%
COc1ccc(OC)c2c1sc(=NC(=O)c1ccco1)n2C,-43%
O=C(OCCN1CCOCC1)C(c1ccccc1)c1ccccc1,7%
CCCCn1c2c(c(=O)n(C)c1=O)C(c1ccc(OC)cc1)N1CCCCCC1=N2 (stereo not drawn),-14%
FC(F)(F)c1cccc(NC(=S)Nc2ccc(Cl)cc2Cl)c1,-29%
CC(C)c1ccccc1NC1=NS(=O)(=O)c2cc([N+](=O)[O-])ccc21,3%
CCn1c(SCc2ccc([N+](=O)[O-])cc2)nnc1C(C)NC(=O)c1ccccc1Br (stereo not drawn),-2%
O=C(CN1C(=O)c2ccccc2S1(=O)=O)NCCSc1ccccc1,-11%
COc1cc(C2NC(=S)NC(C)=C2C(=O)Nc2cccc(Cl)c2)ccc1O (stereo not drawn),-5%
CCCCCCCCN=C1NC(=O)CS1,-10%

# Further records follow.
Molecule,mouse EphA4 binding
Cc1nc(SCC(=O)NCc2ccco2)[nH]c(=O)c1C,3%
CC12CCC(C(=O)n3c1nc1ccccc13)C2(C)C (stereo not drawn),-17%
COc1ccc(-n2c(Cc3cccn3C)nnc2SCC(=O)Nc2ccc(C(C)=O)cc2)cc1,-4%
CC(=O)C1=C(O)C(=O)N(Cc2ccccc2)C1c1cccs1 (stereo not drawn),-15%
Cc1cccc(C)c1NC(=O)N1CCC(N2CCCCC2)CC1,-4%
O=c1c2[nH]c3ccccc3c2ncn1C1CCCCC1,-5%
Cc1cc(C)nc(NC(=O)CSc2nc3ccccc3s2)n1,-9%
CCOc1ccc(OCC)c(NC(=O)CSc2nc3c(c(=O)n(C)c(=O)n3C)n2CC)c1,1%
COC(=O)c1cccc(-c2ccc(/C=C3/C(=O)NN(c4cccc(Cl)c4)C3=O)o2)c1,-4%
COc1cccc(NC(C)C(=O)N2CC(C)OC(C)C2)c1 (stereo not drawn),-9%
CC(C)Nc1nc(-c2ccccc2)nc(-n2ccnc2)n1,-5%
Clc1ccc(/C=N/Nc2nc(Cl)nc3ccccc23)cc1,-13%
Cc1cccc(C(=O)N2CCC(C(N)=O)CC2)c1,-12%
COCCNC(=O)CCn1nc(-c2ccc(Cl)cc2)ccc1=O,3%
COC(=O)c1nn(-c2ccccc2)c(Sc2ccccc2)c1/C=N/O,-12%

# (further entries)
Molecule,mouse EphA4 binding
O=C1CC(c2ccc3c(c2)OCO3)CC2=C1C(c1cc3c(cc1Br)OCO3)Nc1ccccc1N2 (stereo not drawn),12%
O=C(/C=C/c1cccc(C(F)(F)F)c1)Nc1ccc([N+](=O)[O-])cc1,-1%
Cc1ccc(S(=O)(=O)N[C@H](C(=O)N2CCC3(O)CCCCC3C2)c2ccccc2)cc1 (stereo partly drawn),-8%
CCOc1ccc(-c2ncnn2-c2cccc(Cl)c2)cc1,3%
Cc1ccc(S(=O)(=O)/N=C(\c2ccc(F)cc2)n2c(C)nc3ccccc32)cc1,-2%
CCCCN(CC)CCNC(=O)C1c2cc(OC)c(OC)cc2C(=O)N2CCc3ccccc3C12 (stereo not drawn),-5%
COc1ccccc1N1CCN(C(=O)c2cc3c(s2)CCC3)CC1,-10%
COc1ccc(CNC(=O)NCc2ccc(OC)c(OC)c2)cc1OC,-16%
CC(C)CN(C(=O)COC(=O)c1cc2c(s1)CCC2)C1CCS(=O)(=O)C1 (stereo not drawn),-20%
COc1ccc(S(=O)(=O)n2ccc(-c3ccc(OCCN(C)c4ccccn4)cc3)n2)cc1,-4%
CCOC(=O)c1c(-c2ccccc2)cn2ccccc12,-4%
CCOc1ccc(C2C=C(c3ccc(C)cc3)Nc3nnnn32)cc1 (stereo not drawn),5%
Cc1ccc(COc2ccc(Br)cc2/C=N/O)cc1,-13%
Cc1cc(Nc2nc3ccccc3nc2Cl)n(-c2ccccc2C)n1,2%
c1n[nH]c(NC2=NCCC2)n1,3%

# Remaining list, next part
Molecule,mouse EphA4 binding
O=C(O)CCCc1nc2ccccc2[nH]1,15%
O=C(NCCCn1ccnc1)Nc1ccc(Cl)cc1,-3%
Cc1nn(C)c(C)c1NC(=O)CN1CCC(O)(c2ccc3c(c2)OCO3)CC1,8%
COc1cccc(C(=O)Nc2ncc3c(n2)CC(c2ccc(OC)cc2OC)CC3=O)c1 (stereo not drawn),-6%
COCCN1C(=O)C(CC(=O)Nc2ccc(C(C)=O)cc2)SC1=Nc1ccccc1 (stereo not drawn),6%
Clc1ccc2[nH]c(-c3ccccc3)cc2c1,-4%
COc1ccc(C/C(N)=N/OC(=O)C(c2ccccc2)c2ccccc2)cc1OC,5%
O=C(O)c1ccc(Cl)c(NC(=O)C2CCCN2S(=O)(=O)c2cccc3nsnc23)c1 (stereo not drawn),-11%
O=S(=O)(Nc1ccc2nc(-c3ccco3)[nH]c2c1)c1ccccc1,-19%
CC(C)C(=O)N(Cc1cc2ccccc2[nH]c1=O)C(C)(C)C,4%
O=C(Nc1nc(-c2ccccc2)cs1)C1CCCN(S(=O)(=O)c2ccccc2)C1 (stereo not drawn),-16%
COc1ccc(C(=O)N/N=C2/SCC(=O)N2Cc2ccc3c(c2)OCO3)cc1OC,-25%
O=C(Cc1ccc(-n2cccc2)cc1)NC1CCCCC1,7%
CCC(c1nnnn1Cc1ccco1)N1CCC(C(N)=O)CC1 (stereo not drawn),-10%
C/C(O)=C(/C#N)c1nc2ccccc2[nH]1,-7%

# Continuation.
Molecule,mouse EphA4 binding
CC(OC(=O)CCCN1C(=O)c2ccccc2C1=O)C(=O)Nc1ncc(Cl)cc1Cl (stereo not drawn),-10%
CCOC(=O)c1sc(NC(=O)CSc2nnnn2-c2ccc(C)cc2C)nc1C,-6%
Cc1sc2nc(NCCO)[nH]c(=O)c2c1C,-18%
COc1ccc(/C=C/C(=O)Nc2ccccc2OC)cc1Br,-8%
O=C(N/N=C/c1ccncc1)c1cc([N+](=O)[O-])cc([N+](=O)[O-])c1O,-17%
Cc1ccc(-n2c(Cc3cccn3C)nnc2SCC(=O)N2CCN(c3ccccc3)CC2)cc1,-9%
Cn1c(CNS(=O)(=O)c2ccc(F)cc2)n[nH]c1=S,-5%
COc1ccc(OC)c(/C=N/n2cnnc2)c1,-9%
CCNC(=O)CC1S/C(=N\N=C\c2ccco2)NC1=O (stereo not drawn),1%
O=C(C1CCCN(Cc2cccs2)C1)N1CCCCCC1 (stereo not drawn),4%
